# Screens: PubChem BioAssay, National Center for Advancing Translational Sciences (NCATS)
# TrxR1 substrate = rat thioredoxin reductase 1 substrate activity | O89049 | purified TrxR1 substrate turnover, NADPH consumption readout | Potency, µM (series often up to 114 µM), without a hit: at the highest dose activity change, negative = substrate turnover | hit rate 0.01% among 390,000 | AID 588456; further: potency means the concentration at half of the fitted maximal effect; on the % scale 0 is the no-effect control and ±100 the full control effect; nearly all actives have a fitted effect of over 50% in size
#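 Rat TrxR1, dispensed at 90 nM, was prereduced with 400 uM NADPH (final) for 5 min at ~22 deg C, then incubated with compound 15 min before 400 uM selenite. A first-read NADPH fluorescence drop versus no-compound background flagged substrates.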
# HP1b chromo inh = inhibitors of HP1-beta chromodomain binding to methylated histone tails | P83916 | AlphaScreen HP1-beta / biotin-H3K9me3 peptide binding | Potency, µM (doses to about 114 µM), for inactives: top-dose activity change, negative = inhibition, usual class: inhibitors | hit rate 0.56% among 390,000 | AID 540317; further: potency means the concentration at half of the fitted maximal effect; nearly all actives have a fitted effect of over 70% in size; inactives centre near 23
# Target sequence (P83916 whole entry, looked up): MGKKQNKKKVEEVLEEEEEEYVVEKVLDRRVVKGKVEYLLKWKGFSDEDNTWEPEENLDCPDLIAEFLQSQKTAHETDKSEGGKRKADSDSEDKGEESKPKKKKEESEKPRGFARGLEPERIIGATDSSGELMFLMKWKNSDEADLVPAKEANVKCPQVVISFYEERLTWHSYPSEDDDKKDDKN
#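 HP1-beta protein (50 nM final) preincubated 30 min at room temperature with biotinylated H3(1-18)K9me3 peptide (50 nM) in PBS pH 7.4, 0.01% Tween-20, then compound added for 30 min. AlphaScreen streptavidin donor/nickel chelate acceptor beads (10 ug/mL final), 30 min dark, luminescence read.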
# IDH1 R132H inh = blocks human mutant IDH1 R132H enzyme; O75874; IDH1-R132H enzyme, NADPH consumption, diaphorase/resazurin fluorescence; Potency, µM (titrated, usually from 76.6 µM), inactives show top-dose activity change, negative = inhibition, hits mostly inhibitors; hit rate 0.093% among 390,000; further: potency means the concentration at half of the fitted maximal effect; on the % scale 0 is the no-effect control and ±100 the full control effect; nearly all actives have a fitted effect of over 65% in size
#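 IDH1-R132H (0.5 ug/mL dispensed) in pH 7.5 Tris buffer was preincubated 30 min with compound, then given a substrate mix of 0.016 mM NADPH and 2 mM alpha-KG for 80 min at room temperature; remaining NADPH was read by diaphorase/resazurin fluorescence.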
# GLS inhibitor = inhibitors of human glutaminase (GLS) | O94925 | Potency, µM (top dose mostly 45.5 µM), without a hit: at the highest dose activity change, negative = inhibition, most hits filed as inhibitors | AID 624170 | hit rate 0.21% among 410,000 | GLS enzymatic activity, qHTS titration; further: potency means the concentration at half of the fitted maximal effect; on the % scale 0 is the no-effect control and ±100 the full control effect
#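 Assay buffer: 45 mM KH2PO4 pH 8.2, 0.02% Tween-20. hKGA acts on L-glutamine (1 mM solution added); product glutamate is reported by an oxidase/peroxidase Amplex Red coupling, with fluorescence taken at baseline and 30 min.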
# Pin1 inh = inhibitors of human Pin1 | Q13526 | Pin1 FP peptide displacement, HiFluor488, 10 min | hit rate 0.009% among 390,000 | Potency, µM (highest dose often 115 µM), for the others: top-dose activity, negative = inhibition, most hits filed as inhibitors; active means well fitted inhibition curve with a large enough effect in the polarisation, with a control signal flat, not every such curve was filed as active; inconclusive means small, poorly fitted or top-dose-only effect, or effect the other way, or a change in a side signal; inactive means no such curve, though single readings can be large or run the other way; the % refers to the polarisation; further: potency means the concentration at half of the fitted maximal effect; on the % scale 0 is the no-effect control and ±100 the full control effect
# Tb PGK inh = blocks T. brucei phosphoglycerate kinase; PGK/GAPDH coupled, Kinase-Glo luminescence, 60 min; Potency, µM (series often up to 57.5 µM), for inactives: at the highest dose activity change, negative = inhibition, actives largely listed as inhibitors; P07378; AID 602233; hit rate 0.043% among 380,000; further: potency means the concentration at half of the fitted maximal effect; on the % scale 0 is the no-effect control and ±100 the full control effect; nearly all actives have a fitted effect of over 60% in size
#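 Recombinant glycosomal PGK reaction used 1,3-bisphosphoglycerate generated in-well by GAPDH (100nM final) in 100mM TEA pH 7.6, 5mM MgCl2, 0.01% Tween-20. After 60 minutes at room temperature, ATP was read by Kinase-Glo Plus luminescence end-point.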
# PI4K2A block = blocks human PI4K2A kinase activity; Q9BTU6; purified PI4K2A, ADP-Glo luminescence, 1 h; hits give low values; activity change, negative = inhibition, % at 76.9 µM; hit rate 0.13% among 420,000; AID 1346378; in the data active means activity change below about -50%; inconclusive means mostly about -30% to -49%;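 further: -100% = wells without enzyme as full effect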
#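 ADP-Glo luminescence measured ADP generated by PI4K2A enzyme (4 ug/mL before mixing) with 1.2 mM PI substrate (pre-mix) and 300 microM ATP (pre-mix). Tris pH7.5 buffer with MgCl2, Triton X-100; 1 h reaction at ambient temperature.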
# USP1-UAF1 inh = USP1/UAF1 (human) deubiquitinase inhibition. hit rate 0.23% among 390,000. Potency, µM (doses to about 57.1 µM), for inactives: at the top dose activity change, negative = inhibition, most hits filed as inhibitors. AID 743255. O94782. recombinant USP1/UAF1, Ub-Rhodamine cleavage fluorescence; further: potency means the concentration at half of the fitted maximal effect; on the % scale 0 is the no-effect control and ±100 the full control effect; nearly all actives have a fitted effect of over 60% in size; inactives centre near -12
# Target sequence (O94782 whole entry, looked up): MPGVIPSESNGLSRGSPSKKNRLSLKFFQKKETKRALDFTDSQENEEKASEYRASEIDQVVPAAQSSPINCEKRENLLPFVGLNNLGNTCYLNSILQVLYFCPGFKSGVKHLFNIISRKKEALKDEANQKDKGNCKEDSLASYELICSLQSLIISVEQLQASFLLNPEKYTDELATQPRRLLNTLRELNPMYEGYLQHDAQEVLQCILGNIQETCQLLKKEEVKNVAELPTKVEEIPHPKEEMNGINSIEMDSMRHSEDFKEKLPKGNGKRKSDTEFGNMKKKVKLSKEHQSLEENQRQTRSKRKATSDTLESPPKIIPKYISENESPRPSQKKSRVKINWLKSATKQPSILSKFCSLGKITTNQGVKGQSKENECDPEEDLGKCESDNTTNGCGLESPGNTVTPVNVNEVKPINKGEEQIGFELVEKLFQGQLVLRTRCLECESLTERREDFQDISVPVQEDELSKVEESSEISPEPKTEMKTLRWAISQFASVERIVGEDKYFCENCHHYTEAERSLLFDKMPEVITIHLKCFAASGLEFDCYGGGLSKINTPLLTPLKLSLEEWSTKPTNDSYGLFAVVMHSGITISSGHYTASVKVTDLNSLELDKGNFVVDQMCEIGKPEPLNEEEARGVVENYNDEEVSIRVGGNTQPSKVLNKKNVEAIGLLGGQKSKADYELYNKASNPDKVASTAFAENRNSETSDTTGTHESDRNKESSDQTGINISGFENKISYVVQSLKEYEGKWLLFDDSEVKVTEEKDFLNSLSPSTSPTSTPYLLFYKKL
#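 In this screen, compounds sit with the deubiquitinase complex (1nM) for 15 min at room temperature before Ub-Rho is added at 150nM final. Fluorescence rise is then followed for 6 reads every 60 seconds.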
# rTrxR1 inhibitor = rat TrxR1 inhibition | O89049 | recombinant rTrxR1, NADPH fluorescence consumption, selenite substrate | Potency, µM (titrated, usually from 114 µM), inactives show at the highest dose activity change, negative = inhibition, usual class: inhibitors | hit rate 1% among 390,000 | AID 588453; further: potency means the concentration at half of the fitted maximal effect; on the % scale 0 is the no-effect control and ±100 the full control effect; nearly all actives have a fitted effect of over 65% in size
#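 Rat TrxR1 (90 nM in the dispensed reagent) was pre-reduced with 400 uM NADPH for 5 min at room temperature, then incubated with compound for 15 min. After 400 uM selenite was added, NADPH fluorescence (Ex 340/Em 450 nm) was followed for 8 min.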
# * = called active by the depositor; i = inactive; u = inconclusive; x = no result given; [ ] = dose if it differs, or a comment. Unless noted, the call rests on the fitted dose curve; in most records, active means well fitted curve in the direction sought with a large enough effect; inconclusive means small, poorly fitted or top-dose-only effect, or another doubt; inactive means no such curve, though single readings can be large; an effect the other way counts as inactive or inconclusive. The list is partial, so the mix of outcomes need not match the whole.
# Start of the data: the first two compounds, ahead of the listing:
SMILES,TrxR1 substrate,HP1b chromo inh,IDH1 R132H inh,GLS inhibitor,Pin1 inh,Tb PGK inh,PI4K2A block,USP1-UAF1 inh,rTrxR1 inhibitor
Cc1ccc(CSc2nnc(-c3cccc4ccccc34)o2)cc1,30%[activator],294%[activator],x,0%,u,1%,0,x,40%[activator]
Clc1cccc(N2CCN(c3ncnc4nc[nH]c34)CC2)c1,-1%,24%,8%,-4%,-3%,-1%,-1,-21%,9%

# The whole of this part, repeating the preview:
SMILES,TrxR1 substrate,HP1b chromo inh,IDH1 R132H inh,GLS inhibitor,Pin1 inh,Tb PGK inh,PI4K2A block,USP1-UAF1 inh,rTrxR1 inhibitor
Cc1ccc(CSc2nnc(-c3cccc4ccccc34)o2)cc1,30%[activator],294%[activator],x,0%,u,1%,0,x,40%[activator]
Clc1cccc(N2CCN(c3ncnc4nc[nH]c34)CC2)c1,-1%,24%,8%,-4%,-3%,-1%,-1,-21%,9%
COc1ccc(CCN(C)C2CCCN(S(=O)(=O)C(C)C)C2)cc1OC (centres undefined),1%,23%,0%,20%,-3%,i,5,-17%,19%
O=C(O)c1ccccc1S(=O)CCO (centres undefined),5%,37%,4%,-4%,-1%,-1%,0,-21%,18%
Nc1c(C(=O)Nc2ccc3c(c2)OCCO3)nnn1Cc1ccc(F)cc1,15%,23%,2%,-3%,-2%,-3%,2,-10%,-4%
COc1ccc2occ(NC(C)=O)c2c1,-1%,37%,2%,-1%,-14%,-7%,7,-16%,-7%
CC(=O)Nc1ccc(S(=O)(=O)N2CCSC2)cc1,4%,50%[activator],-9%,-1%,-2%,-5%,1,-23%,21%
O=C(O)CCc1ccc(S(=O)(=O)N2CCOCC2)cc1,8%,41%[activator],2%,4%,1%,-3%,-2,-14%,12%
CCCN(CC(=O)Nc1ccccc1C)C(=O)C1CC(=O)N(c2cccc(C)c2C)C1 (centres undefined),8%,28%,-6%,-8%,-4%,-1%,-1,-20%,19%
O=C(NC1CCCCCC1)c1ccc(CS(=O)Cc2cccc(Cl)c2)o1 (centres undefined),4%,35%,-5%,1%,-3%,4%,-2,-17%,u
O=C(Cn1cc(SCc2ccc(F)cc2)c2ccccc21)N1CCCC1,2%,39%[activator],4%,7%,-7%,-4%,1,-20%,12%
CC(C)c1cc2cc3ccc(=O)oc3cc2o1,17%,63%[activator],6%,-2%,-6%,-14%,1,-18%,20%
CCOC(=O)[C@H]1[C@H]2COc3ccc(Cl)cc3[C@@H]2N2C(=O)c3ccc(Cl)cc3NC(=O)[C@@]12C,-12%,46%[activator],-11%,12%,0%,4%,-3,19%,-3%
CS(=O)(=O)Nc1ccc(C2=NN(C(=O)c3ccco3)C(c3ccccc3)C2)cc1 (centres undefined),-2%,31%,11%,-5%,2%,3%,-1,-17%,-25%
CCOC(=O)c1c(NC(=O)CSc2nnnn2-c2ccccc2)sc2c1CCC(C)C2 (centres undefined),8%[57.1 µM],33%,-1%,1%,19%,-8%,-3,-25%,18%[57.1 µM]
NS(=O)(=O)c1ccc(CNC(=O)NC2(c3ccccc3)CC2)cc1,2%,19%,-4%,-1%,0%,3%,-5,-3%,7%
Cc1ccc(N(CC(=O)NCc2ccccc2)C(=O)CCC(=O)Nc2nccs2)cc1,0%[57.1 µM],-3%,0%,-2%,18%,-3%,-6,-2%,4%[57.1 µM]
CCOC(=O)CCn1c(CC(=O)OCC)nc2ccccc21,7%,45%,1%,4%,-3%,3%,-2,-8%,12%
Cc1cccc(NC(=O)c2cnn3ccccc23)c1C,-12%,7%,0%,0%,-1%,i,-1,-13%,-5%
CCc1ccccc1-n1c2c(cc(-c3nc(-c4ccc(Cl)cc4)cs3)c1=O)C(=O)CC(C)(C)C2,10%,37%[activator],u,-3%,-3%,i,-1,-17%,12%
CCCCNC(=O)C1CC(=O)N(C2CCCC2)C1 (centres undefined),6%[57.1 µM],9%,-4%,-1%,5%,0%,5,0%,3%[57.1 µM]
O=C(CCNS(=O)(=O)c1ccc(OC(F)(F)F)cc1)N1CCCC1,3%,26%,8%,-2%,1%,2%,2,-17%,8%
C=CCNC(=O)c1c(Br)cnn1-c1ccc(C)cc1,3%[57.1 µM],70%[activator],0%,-3%,6%,0%,-2,-25%,9%[57.1 µM]
CC(C)[C@@H]1COC(c2cccc(C3=N[C@H](C(C)C)CO3)n2)=N1,1%,35%,-2%,0%,-4%,-6%,-3,-27%,16%
COc1cccc(CNS(=O)(=O)c2ccc3[nH]c4c(c3c2)CCCCC4)c1,-4%,u,3%,1%,3%,-5%,2,-33%,2%
O=C(CSc1nc(-c2ccccc2)c(-c2ccccc2)[nH]1)NCC1CCCO1 (centres undefined),-8%[57.1 µM],12%,-3%,7%,0%,2%,1,-10%,-8%[57.1 µM]
CCOc1ccc(CNC(=O)CCS(=O)(=O)c2cc3c4c(c2)CCN4C(=O)CC3)cc1OC,-1%[57.1 µM],25%,0%,-16%,-1%,-3%,-9,5%,10%[57.1 µM]
CC1CC(C)CN(S(=O)(=O)c2cccc3nonc23)C1 (centres undefined),u,15%,3%,12%,3%,-7%,-2,-14%,47%
CNC(=O)NCC12CC3CC(CC(C3)C1)C2,10%,40%[activator],1%,1%,-4%,x,3,-12%,10%
COc1cccc(N2CCN(CC(=O)NC(=O)NCc3ccco3)CC2)c1,1%[57.1 µM],22%,-3%,2%,u,-1%,9,-15%,2%[57.1 µM]
COCCNC(=O)c1cccc(NS(=O)(=O)c2cccc3cccnc23)c1,-13%,23%,2%,11%,1%,0%,-5,-11%,-8%
CCC(CC)C(=O)NCc1ccccc1Cl,4%,13%,4%,8%,-11%,0%,-2,-14%,5%
Cn1c(=NC(=O)CS(=O)(=O)c2ccccc2)sc2cc([N+](=O)[O-])ccc21,-1%[57.1 µM],6%,-8%,8%,27%,4%,-3,-13%,5%[57.1 µM]
Cn1nc(C(=O)Nc2nc(-c3ccc(F)cc3)cs2)ccc1=O,-1%,36%,5%,-2%,3%,-5%,9,-12%,-2%
Cc1nnc(-c2ccccc2)c(=O)n1/N=C/c1c(O)ccc2ccccc12,-12%,3%,11%,25%,u,i,-5,u,-8%
O=C(NCCN1CCN(C(=O)NC2CCCCC2)CC1)NC1CCCCC1,0%,22%,12%,7%,1%,-13%,-12,-18%,-10%
CC1CCCCN1S(=O)(=O)c1ccc(S(=O)(=O)NCCc2ccncc2)cc1 (centres undefined),10%[57.1 µM],30%,2%,-1%,-7%,1%,-1,-3%,23%[57.1 µM]
C=C(C)C1CC=C(C)/C(=N/NC(=O)COc2ccccc2Cl)C1 (centres undefined),-3%[11.4 µM],36%,7%,-6%,0%,i,-4,-20%,13%
COc1ccc(-c2cc3ccc(O)c(CN4CCCC(C)C4)c3oc2=O)cc1OC (centres undefined),38%[activator][57.1 µM],32%[57 µM],15%,5%,5%,-10%,-10,-18%,10%[57.1 µM]
O=c1[nH]c2ccccc2n2cnnc12,7%[57.1 µM],13%,1%,2%,-2%,-2%,-2,3%,24%[57.1 µM]
C=C1OC(CO)(n2cnc3c(N)ncnc32)C(O)C1O (centres undefined),-2%[0.0914 µM],20%[57 µM],x,x,-4%,x,x,x,-11%
COc1ccccc1NC(CC(=O)c1ccccc1)C(=O)OCC(=O)c1ccc(C)cc1 (centres undefined),-6%,-3%,1%,19%,1%,-1%,10,-15%,-18%
CSC1=N/C(=C\c2ccc(F)cc2)C(=O)S1,-5%,19%,4%,1%,-2%,-6%,11,-21%,13%[57.1 µM]
O=c1[nH]c(N/N=C/c2ccccc2)nc2ccccc12,53%[activator],58%[activator],1%,-5%,-1%,i,1,-19%,14%
CCn1c(C)nnc1SCC(=O)Nc1ccc(C(C)=O)cc1,-5%,44%[activator],12%,-15%,-4%,-3%,-1,-20%,16%
Cn1c(=O)c2c(ncn2CC(=O)N(Cc2ccccc2)c2ccccn2)n(C)c1=O,-7%,0%,8%,1%,0%,i,-1,0%,-1%
CC(=O)N1CCc2cc([N+](=O)[O-])ccc21,-16%,25%,4%,-2%,2%,-1%,-6,-15%,-14%
CN(c1ccc(C(=O)NCc2ccccn2)cc1)S(C)(=O)=O,9%[57.1 µM],54%[activator],1%,13%,2%,x,-5,1%,17%
O=C(c1ccncc1)N1c2ccccc2Sc2ccccc21,-1%,31%,3%,2%,0%,-6%,3,-10%,4%
O=C1CCN(C(=O)CSc2ccc(Cl)cc2)N1,-9%[57.1 µM],18%,2%,0%,4%,0%,-2,-3%,14%[57.1 µM]
COc1ccc(CN2CCNC(=O)C2CC(=O)NC2CCCCCC2)cc1C (centres undefined),-3%,24%,-14%,4%,-6%,-10%,-1,-10%,-1%
Cc1ccc(CSc2nsc(C)c2C#N)cc1,6%,131%[activator],12%,3%,1%,x,2,-23%,36%
O=C(CN1CCCCC1)N1CCc2ccccc21,6%,22%,0%,7%,2%,i,-1,-16%,13%
CC(/C=C1\SC(=S)N(NC(=O)c2cccc(O)c2)C1=O)=C\c1ccccc1,-9%,u,-6%,15%,17%,1%,-9,-24%,-26%
O=C(CN1C(=O)CCC1=O)Nc1nc(-c2cccs2)cs1,-3%,28%,3%,0%,-8%,i,-10,-3%,-4%
